# Screening data from PubChem BioAssay.
# EBV gp42 block: inhibitors of Epstein-Barr virus glycoprotein 42; Q1HVG2; Fluorescence polarization binding assay, mP read-out; inhibition, % (tested at 21.74 µM); hit rate 0.42% among 220,000; in the data active means inhibition above about 50%
# L929 necroptosis: blocks zVAD induced death of L929 cells; L929 zVAD necroptosis rescue, ATP luminescence, 24 h; with zVAD 60 µM; viability rescue, % at 10 µM; hit rate 0.38% among 220,000; AID 1377;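 active means activation, scaled between plate controls, above about 75%, limit read from the data; inactive means activation under that limit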;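 further: 0% = zVAD with DMSO and 100% = DMSO alone without zVAD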
# PERK inh: human PERK inhibition, primary cell-based screen; CHO PERK-DD fusion, SEAP luminescence translation reporter; inhibition, % at 5.6 µM; hit rate 0.17% among 220,000; AID 1416; Q9NZJ5;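 active means inhibition above the mean inhibition of all tested compounds plus 3 SD, set separately per screening campaign, cut at about 2.9% in these data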;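 further: PERK kinase domain activated by AP20187 dimerizer at 100 nM; 0% = DMSO with dimerizer and 100% = rapamycin at 8.4 µM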
# Target sequence (Q9NZJ5 whole entry, looked up, the tested form may be a part): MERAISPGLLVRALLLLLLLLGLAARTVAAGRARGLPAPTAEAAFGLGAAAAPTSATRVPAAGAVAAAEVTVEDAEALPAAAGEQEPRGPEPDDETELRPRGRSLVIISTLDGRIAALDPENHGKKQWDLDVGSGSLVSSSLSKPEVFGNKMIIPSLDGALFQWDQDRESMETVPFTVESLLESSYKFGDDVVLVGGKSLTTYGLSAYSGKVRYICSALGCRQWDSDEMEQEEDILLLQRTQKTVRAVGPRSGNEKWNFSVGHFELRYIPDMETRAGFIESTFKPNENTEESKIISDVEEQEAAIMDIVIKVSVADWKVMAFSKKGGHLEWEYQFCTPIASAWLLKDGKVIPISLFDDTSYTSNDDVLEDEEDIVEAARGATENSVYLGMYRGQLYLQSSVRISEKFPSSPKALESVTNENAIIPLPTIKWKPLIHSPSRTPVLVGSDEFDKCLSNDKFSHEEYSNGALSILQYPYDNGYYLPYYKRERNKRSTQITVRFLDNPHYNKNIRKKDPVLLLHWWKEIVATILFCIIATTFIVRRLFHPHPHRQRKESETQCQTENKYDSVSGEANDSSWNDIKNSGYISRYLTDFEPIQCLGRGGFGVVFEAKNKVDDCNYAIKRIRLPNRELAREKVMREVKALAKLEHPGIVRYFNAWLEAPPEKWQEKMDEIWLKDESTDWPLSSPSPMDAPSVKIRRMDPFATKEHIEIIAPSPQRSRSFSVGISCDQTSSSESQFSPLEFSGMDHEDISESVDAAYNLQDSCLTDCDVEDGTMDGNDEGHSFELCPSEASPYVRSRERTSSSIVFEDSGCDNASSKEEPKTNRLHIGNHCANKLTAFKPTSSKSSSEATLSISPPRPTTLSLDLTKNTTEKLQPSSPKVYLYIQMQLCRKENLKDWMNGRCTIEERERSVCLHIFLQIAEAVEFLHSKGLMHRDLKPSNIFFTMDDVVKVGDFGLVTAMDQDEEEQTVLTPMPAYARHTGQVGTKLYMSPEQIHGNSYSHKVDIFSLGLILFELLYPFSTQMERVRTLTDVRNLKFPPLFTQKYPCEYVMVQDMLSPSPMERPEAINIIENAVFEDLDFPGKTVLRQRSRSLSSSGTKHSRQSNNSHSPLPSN
# eIF4E 4G PPI: blocks eIF4E binding to eIF4G; TR-FRET eIF4E-eIF4GI(517-606) binding, 2 h; inhibition, % at 21.7 µM; hit rate 0.37% among 220,000; AID 782;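 active means inhibition above about 30%, limit read from the data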;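 further: 0% = full FRET control wells and 100% = background wells lacking eIF4GI fragment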
# KCC2 mod: KCC2 (human) Cl- transport modulation; B-score of Tl+ flux slope (higher = more flux/activation; lower = inhibition) at 10 µM; KCC2 cells, thallium flux FluoZin-2 fluorescence; Q9H2X9; AID 1456; hit rate 2.2% among 190,000;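 active means thallium flux slope and its plate-corrected score both differing from the plate sample mean at a set confidence after two filtering rounds, in either direction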;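 further: slope of fluorescence scaled to starting intensity during 10 to 20 s after thallium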
# Rad51 HR inh: blocks human Rad51 in homologous recombination. inhibition, % at 10 µM. hit rate 0.085% among 200,000. hRad51 DNA strand exchange, fluorescence dequenching;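 active means inhibition above 40% at the single screening dose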;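 further: 0% = DMSO control wells and 100% = blanks with heterologous ssDNA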
#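 Test system: preformed human Rad51 ssDNA filaments. Compound dosing: single dose, 10 µM final compound. Incubation: filaments 15 min 37 °C, then compound 30 min. Technique: FRET fluorescence dequenching, excitation 485 nm, emission 520 nm. Read-out basis: percent inhibition from fluorescence, normalised to plate control and blank means. Benchmarks: plate controls and plate blanks.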
# m-calpain inh: inhibitors of pig calpain II; purified calpain II, fluorogenic peptide substrate, 30 min; inhibition, % at 16 µM; hit rate 0.37% among 220,000;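 active means inhibition above about 50%, limit read from the data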
# TNF necrop inh: inhibitors of TNF-alpha induced necroptosis in Jurkat FADD-/- cells | Jurkat FADD-/- TNF necroptosis rescue, ATP luminescence, 24 h; 0 = TNF only, 100 = no-TNF cells | activation (protection from cell death), % at 10 µM | hit rate 0.068% among 220,000 | AID 463075;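 active means activation, meaning protection from cell death, of at least 50% relative to plate controls; inactive means activation below 50%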;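 further: necroptosis triggered by 40 ng/mL TNF-alpha added together with compound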
# MDM2 E3 inh: blocks human Mdm2 ubiquitin ligase activity | Q00987 | cell-based MDM2 ubiquitination luciferase reporter, 2 h; 0 = plate control, 100 = twice control, blank-subtracted | signal enhancement, % at 5 µM | hit rate 0.11% among 210,000 | AID 1230;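 active means signal enhancement of 30% or more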;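 further: luminescence tracks abundance of the self-degrading MDM2-luciferase fusion protein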
#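 Material: Stable MDM2–luciferase fusion reporter cells | Amount: 2000 cells seeded into each well | Dosing: One concentration, 5 µM, with 0.2% DMSO | Incubation: 4 h cell settling then 2 h compound exposure, 37 °C | Measured by: Luciferase luminescence | Read-out basis: % enhancement relative to plate controls after blank subtraction | Benchmarks: Control and blank well means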
# Active calls of the source: *; nt = no result given; [ ] = another dose, or the depositor's remark.
# Sample of the layout (five entries):
# Every second line gives: EBV gp42 block, L929 necroptosis, PERK inh, eIF4E 4G PPI, KCC2 mod, Rad51 HR inh, m-calpain inh, TNF necrop inh, MDM2 E3 inh
- COc1ccc(-c2csc(Nc3ccc(S(N)(=O)=O)cc3)n2)cc1OC
  -9, 26, 1.2, 0, 0.097, -31, -7, -1.8, -12
- O=C(CN1CCC(NC(=O)Cc2ccccc2)CC1)Nc1cccc2ccccc12
  -28, -0.2, -0.8, 6[fluorescence artefact?], -0.22, -4, -21, -1.9, -8
- CC1CCN(c2oc(-c3ccccc3Cl)nc2C#N)CC1
  -1, 1.8, 0.3, 0, -0.42, -6, 11, -0.6, -15
- CC(=O)c1c(C)nc(-c2ccc(Cl)cc2)nc1N
  -14, 0.7, 0.2, 15, 1.6, 1, -3, -1.3, 1
- O=C(O)CCCC(=O)Nc1ccc(Cl)c(Cl)c1
  -20, -0.1, -1.1, 0[fluorescence artefact?], 0.79, 3, 12, 0.4, -3

# The list itself (from the top)
# Every second line gives: EBV gp42 block, L929 necroptosis, PERK inh, eIF4E 4G PPI, KCC2 mod, Rad51 HR inh, m-calpain inh, TNF necrop inh, MDM2 E3 inh
- COc1ccc(-c2csc(Nc3ccc(S(N)(=O)=O)cc3)n2)cc1OC
  -9, 26, 1.2, 0, 0.097, -31, -7, -1.8, -12
- O=C(CN1CCC(NC(=O)Cc2ccccc2)CC1)Nc1cccc2ccccc12
  -28, -0.2, -0.8, 6[fluorescence artefact?], -0.22, -4, -21, -1.9, -8
- CC1CCN(c2oc(-c3ccccc3Cl)nc2C#N)CC1
  -1, 1.8, 0.3, 0, -0.42, -6, 11, -0.6, -15
- CC(=O)c1c(C)nc(-c2ccc(Cl)cc2)nc1N
  -14, 0.7, 0.2, 15, 1.6, 1, -3, -1.3, 1
- O=C(O)CCCC(=O)Nc1ccc(Cl)c(Cl)c1
  -20, -0.1, -1.1, 0[fluorescence artefact?], 0.79, 3, 12, 0.4, -3
- COc1ccc(CCNC(=O)CCc2ccc(S(=O)(=O)NCC(C)C)cc2)cc1
  -1, -0.1, -0.1, -2[fluorescence artefact?], -0.3, nt, -8, 0.0, -7
- Cc1ccccc1NC(=O)NCCN1C(=O)C2C3C=CC(C3)C2C1=O (stereo unspecified)
  -11, -0.1, 0.5, 3, 0.26, -6, -31, 0.8, -2
- CCC(C)(C(=O)NC1CCCC1)N(C(=O)c1cnccn1)c1ccccc1 (stereo unspecified)
  6, -1.1, -0.9, 1[fluorescence artefact?], nt, nt, -22, 0.5, -17
- Cc1cc(NC(=O)c2cnn3c(C(F)(F)F)cc(-c4ccc(Br)cc4)nc23)no1
  -7, 0.0, -0.8, -6, nt, -1, -132, -4.9, -19
- Cc1nc2nc(CSc3nnc(C)s3)cc(=O)n2[nH]1
  -6, 2.8, 1.0, 4, 0.9, -5, -25, 2.5, 2
- COc1ccc(-n2c(SCC(=O)N3CCN(c4ccccc4)CC3)nc3c(c2=O)SCC3)cc1
  -2, -0.1, -1.3, 1, -7.3*, 1, 8, -1.7, -22
- CCOC(=O)Cc1nn(Cc2ccccc2)c(=O)c2ccccc12
  -10, -0.1, -0.2, 4, -0.16, 8, -3, -0.9, 2
- N#CC1=C(N)C(C#N)(C#N)C(c2cccnc2)C2CCCC=C12 (stereo unspecified)
  49, 1.5, -0.2, -17, -0.58, -12, -117, -1.4, 8
- O=C1C=CC(=O)N1c1ccc(Sc2ccc([N+](=O)[O-])cc2)cc1
  -23, -0.2, 0.8, 14, -0.37, 6, 24, 2.2, -2
- CC(C)Oc1ccc2c(c1)OC(c1ccccc1)(C(F)(F)F)NC2=O (stereo unspecified)
  -4, 0.4, 0.5, -7, -0.38, 2, 10, 1.3, 4
- CCCNC(=S)NNC(=O)c1cccs1
  -13, 0.7, 2.1, 0, -0.75, nt, -10, -0.3, -13
- COc1ccc(S(=O)(=O)N2CCC(C(=O)N3CCOCC3)CC2)cc1OC
  -12, 0.6, 1.6, -1, -0.021, -3, -22, 0.7, -6
- CCN1C(=O)CC(N2CCC(Nc3ccc(F)cc3)CC2)C1=O (stereo unspecified)
  3, 0.5, 0.7, 0, 0.42, 6, 17, 1.0, -13
- O=C(CSC1=NC(=O)C(Cc2ccccc2)C(=O)N1)Nc1ncccn1 (stereo unspecified)
  -23, 0.3, 1.1, -1, -1.1, -7, -20, 1.0, -17
- COc1ccc(CNC(=O)C/C(C)=N/NC(=O)COc2ccc(C)cc2Br)cc1
  10, -0.4, 1.0, -4, -0.56, nt, -15, -0.9, 5
- COc1ccc(CCNC(=O)c2cnn3c(C(F)F)cc(C)nc23)cc1OC
  -16, -0.4, 0.1, -4, 0.75, 10, -4, -1.1, -12
- COc1ccc(N=Nc2nc(-c3ccccc3)c(-c3ccccc3)[nH]2)cc1
  2, 7.7, -0.8, -3, -1, nt, -16, 4.3, -4
- Cc1cc(C(F)(F)F)n2[nH]c(=O)c(N=Nc3ccccc3)c2n1
  2, 6.3, 1.1, -4, 0.66, 22, 36, -0.5, 0
- Cc1ccc(NC(=S)NCc2ccc(S(N)(=O)=O)cc2)cc1Cl
  -5, 0.6, 1.5, -1, 0.5, 11, -2, 1.0, -15
- CCOc1ccc(NC(=O)Cn2nnc3c(cnn3-c3ccc(F)cc3)c2=O)cc1
  -16, -0.1, 0.9, -2, -1, 5, 29, 0.4, -9
- Cc1cc(NC(=O)CSc2ncnc3c2cnn3-c2ccccc2)no1
  -1, 6.2, 0.7, 4, -0.078, -3, -15, -0.2, -8
- COc1cccc(NC(=O)CSc2nnc(-c3cccc(OC(C)C)c3)n2N)c1
  -6, -0.1, -0.6, -3[fluorescence artefact?], -0.45, 1, 15, -0.8, -14
- COc1cc(C)ccc1OCCOCCOc1ccccc1Br
  -19, 0.1, 0.1, 6, -2, nt, 9, -1.1, -36

# Fetched by compound from above (two):
# Every second line gives: EBV gp42 block, L929 necroptosis, PERK inh, eIF4E 4G PPI, KCC2 mod, Rad51 HR inh, m-calpain inh, TNF necrop inh, MDM2 E3 inh
- COc1ccc(N=Nc2nc(-c3ccccc3)c(-c3ccccc3)[nH]2)cc1
  2, 7.7, -0.8, -3, -1, nt, -16, 4.3, -4
- CCCNC(=S)NNC(=O)c1cccs1
  -13, 0.7, 2.1, 0, -0.75, nt, -10, -0.3, -13
